Bcl-B displacement: displacers of TR3 peptide from Bcl-B, primary screen, selectivity assay for Bfl-1 inhibitor project, biochemical, fluorescence polarization; displacement, % at 20 µM, or IC50 in µM where a hit was titrated; FP displacement of FITC-TR3 peptide from Bcl-B; higher % means a stronger effect; 96,000 compounds, 0.11% hits;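 active means displacement above 50% at 20 µM plus a fluorescence interference ratio under 1.5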;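 further: plate controls were wells without compound for no effect and wells lacking Bcl-B protein for full effect; a part of the inactive calls stands beside numbers as strong as those of hits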
PLAP inhibitors HTS: inhibition of human placental alkaline phosphatase – biochemical, luminescence, HTS (AID 690). purified PLAP, luminescent substrate; higher % means a stronger effect. one-dose inhibition, % at 20 µM; IC50 in µM for titrated hits. 96,000 compounds, 0.08% hits; in the data active means a potency from the dose series; inactive means the rest, 99 in 100 with inhibition below about 30%; further: strong numbers were not always called active
IL1B NFkB inh: blocks IL-1B driven NFkB nuclear translocation in HUVEC cells | HUVEC IL-1B NFkB p65 nuclear translocation imaging | inhibition, % at 2 µM | 94,000 compounds, 0.43% hits | AID 796;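 active means inhibition above about 30% together with a positive call from visual inspection of the well image, limit read from the data; inconclusive means inhibition above a set limit but visual check negative; inactive means inhibition not above a set limit, visual check negative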;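 further: nuclear over cytoplasmic p65 intensity ratio measured by imaging; 0% = IL-1B stimulated DMSO wells and 100% = unstimulated DMSO wells; values of inactives mirror those of a sister screen read the other way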
IL1B NFkB pot: enhances IL-1B driven NFkB nuclear translocation; HUVEC IL-1B NFkB p65 nuclear translocation imaging; activation, % at 2 µM; 94,000 compounds, 0.3% hits; AID 819;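 active means activation above 40%, about the mean plus 3 SD, also judged a hit on visual image review; inconclusive means activation above 40% but not a hit on visual review; inactive means activation not above 40% and no visual hit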;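 further: percent activation is computed from the nuclear over cytoplasmic p65 intensity ratio; values of inactives mirror those of a sister screen read the other way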
MRP reversal: compounds reversing MRP-mediated drug resistance; 85,000 compounds, 0.04% hits; AID 602; H69AR cells + 2 uM doxorubicin, CellTiter-Glo, 72 h; differential viability (reversal), % at 10 µM;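 active means viability drop by adding the cancer drug above about 55%, with treated viability meeting a 40% cutoff, limit read from the data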;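 further: viability without doxorubicin minus viability with 2 µM doxorubicin for each compound; larger differential means the compound sensitizes cells more to doxorubicin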
MRP reversal cytotoxicity: also measured in MRP reversal; calls as there; viability, %; H69AR cells, CellTiter-Glo, 72 h; measured here: cytotoxicity without doxorubicin
MRP reversal with doxorubicin: further read-out of MRP reversal, marked with its call; viability, %; measured here: viability with 2 uM doxorubicin; stronger effect = lower value
IL1B NFkB inh cell count 2 µM: also measured in IL1B NFkB inh; calls as there; cell count; measured here: cells passing quality filter;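 raw number of nuclei counted in each imaged well without normalization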
IL1B NFkB pot cell count 2 µM: also measured in IL1B NFkB pot; calls as there; cell count; measured here: cells passing quality filter
An asterisk follows results filed as active; ? = inconclusive; nt = no result given. The list is partial. The share of hits here may be higher or lower than overall.

mol	IL1B NFkB inh	PLAP inhibitors HTS	MRP reversal cytotoxicity	Bcl-B displacement	MRP reversal	IL1B NFkB inh cell count 2 µM	MRP reversal with doxorubicin	IL1B NFkB pot cell count 2 µM	IL1B NFkB pot
N#Cc1ccccc1Cn1cc(C(=O)c2ccco2)c2ccccc21	-6	-21%	74	-1%	-3	148	77	148	6
Clc1cccc(C2NCCc3[nH]cnc32)c1 (stereo unspecified)	-15	20%	nt	-4%	nt	132	nt	132	15
Cc1ccc(S(=O)(=O)N2CCCC(C(=O)N3CCC4(CC3)OCCO4)C2)cc1 (stereo unspecified)	3	-6%	74	-2%	-11	100	85	100	-3
CC(=O)c1cccc(OCC(O)CN2CC=C(c3ccccc3)CC2)c1 (stereo unspecified)	-11	-69%	91	-3%	4	104	86	104	11
CCN1CCC(O)(c2ccccc2)C(C(=O)c2ccccc2)C1 (stereo unspecified)	6	nt	70	nt	-21	65	91	65	-5
C=C1N2CCC(CC2)C1(O)c1ccccc1C (stereo unspecified)	2	13%	86	-6%	-4	138	90	138	-2
CCN1CCN(Cc2cc(C(C)(C)C)c(O)c(C(C)(C)C)c2)CC1	-16	-70%	94	-14%	4	188	90	188	16
CCCCn1c(NC(=O)c2ccco2)c(C(=O)OCC)c2nc3ccccc3nc21	-4	-22%	69	15%	9	185	59	185	4
CCC(CO)Nc1ccc([N+](=O)[O-])c2cccnc12 (stereo unspecified)	-4	45%	nt	-36%	nt	138	nt	138	4
O=C(c1cc2cc3ccc(Cl)cc3nc2o1)N1CCC2(CC1)OCCO2	-10	-22%	nt	-17%	nt	204	nt	204	10
O=c1[nH]c(=O)n(-c2ccccc2Cl)c(O)c1C=NCCN1CCCCC1	1	-28%	112	0%	9	140	104	140	-1
Cc1ccc2c(c1)CC1(CN2C)C(=O)NC(=O)N(CCc2ccccc2)C1=O (stereo unspecified)	12	-65%	85	8%	-5	128	89	128	-12
COCCOC(=O)c1c(C)oc2ccc(OC(=O)N(C)C)cc12	-14	-82%	79	0%	2	122	77	122	14
CN1CCN(C(=O)COc2ccc(S(=O)(=O)N(C)Cc3ccccc3)cc2)CC1	-24	-84%	87	-1%	5	117	81	117	24
CCCCn1c(O)c(C(CC)=Nc2ccc(C(=O)O)cc2)c(=O)[nH]c1=O	8	nt	98	nt	9	103	90	103	-8
CCC(C)OC(=O)c1c(N)n(Cc2cccs2)c2nc3ccccc3nc12 (stereo unspecified)	8	-4%	53	-7%	-5	212	58	212	-8
CCN(CC)C(=O)c1ccc(NC(=O)Cn2nc(C)c3ccccc3c2=O)cc1	nt	-51%	nt	4%	nt	nt	nt	nt	nt
Cc1ccc2nc(N3CCC(C(=O)N4CCC5(CC4)OCCO5)CC3)sc2c1	5	-45%	nt	5%	nt	119	nt	119	-5
CC1=[N+]([O-])C2(N)CCc3nonc3C2(O)C1 (stereo unspecified)	nt	-9%	93	1%	5	nt	88	nt	nt
CCCC1(CCC)C(=O)NC(=Nc2ccccc2)NC1=O	5	3%	68	-2%	-32	143	100	143	-5

Further entries.
mol	IL1B NFkB inh	PLAP inhibitors HTS	MRP reversal cytotoxicity	Bcl-B displacement	MRP reversal	IL1B NFkB inh cell count 2 µM	MRP reversal with doxorubicin	IL1B NFkB pot cell count 2 µM	IL1B NFkB pot
O=C1NC(=O)C2(Cc3ccccc3N3CCCC32)C(=O)N1c1ccc(Cl)cc1 (stereo unspecified)	nt	-66%	97	-5%	8	nt	89	nt	nt
Cc1nc2cc(-c3ccc(Cl)cc3)nn2c(C)c1CCC(=O)N1CCC2(CC1)OCCO2	-7	nt	nt	nt	nt	132	nt	132	7
CC[N+](C)(CC)CCCOC(=O)C(O)(c1ccccc1)C1CCCCC1 (stereo unspecified)	-6	nt	75	nt	-13	122	88	122	6
CCC(C)N1CCN(C(=O)Cc2ccccc2)CC1 (stereo unspecified)	3	7%	90	-6%	-3	146	94	146	-3
COCCCNC(=O)c1c(NC(=O)c2ccco2)n(Cc2ccccc2)c2nc3ccccc3nc12	4	-54%	69	-45%	-12	117	81	117	-4
CC(=NCC1CCCO1)c1c(O)n(Cc2ccccc2)c(=O)[nH]c1=O (stereo unspecified)	-1	-2%	86	1%	0	193	86	193	1
CC12CN3CCN(CC(C3)C1O)C2 (stereo unspecified)	-10	1%	97	-13%	2	180	95	180	10
CN1CCC(O)(c2ccccc2)C2CCCC21 (stereo unspecified)	-8	-16%	97	6%	-2	134	99	134	8
CC1OC(NCCc2ccccc2)C(O)C(O)C1O (stereo unspecified)	-20	nt	nt	nt	nt	98	nt	98	19
CCNCC1(c2ccc(OC)c(OC)c2)CCCC1	11	-20%	93	5%	-2	201	95	201	-11
CCC(=NCc1cccnc1)c1c(O)n(Cc2ccccc2)c(=O)[nH]c1=O	4	-73%	82	0%	9	204	73	204	-3
Clc1cccc(CN2CCCCC2c2cccnc2)c1 (stereo unspecified)	6	-70%	96	32%	8	92	88	92	-6
COC(=O)C(C)Oc1cc(C)cc2oc(=O)c3c(c12)CCC3 (stereo unspecified)	-18	-14%	51	2%	-9	203	60	203	18
Cc1ccc(CS(=O)(=O)Cc2ccc(C(=O)N3CCC4(CC3)OCCO4)o2)cc1	10	-41%	93	2%	8	173	85	173	-10
Cc1cccnc1NC1=NCC(C)S1 (stereo unspecified)	-11	6%	95	0%	-13	136	108	136	11
O=C1CC(=O)N(c2ccc(Cl)cc2Cl)C(=O)N1	nt	7%	75	-5%	-19	nt	95	nt	nt
CCC/C(=N\O)c1c[nH]c2ccccc12	-7	5%	71	0%	-18	119	90	119	7
Cc1cccn2c(NCC3CCCO3)c(C(C)C)nc12 (stereo unspecified)	nt	6%	92	-2%	14	nt	78	nt	nt
CCN1CCN(c2nc3c(c(=O)[nH]2)CCCC3)CC1	-21	-4%	nt	9%	nt	106	nt	106	21
Cc1nc2ccccc2c(=O)n1-c1cccnc1	18	22%	92	2%	2	115	89	115	-18

Whole records, looked up by structure. Values in the order: IL1B NFkB inh	PLAP inhibitors HTS	MRP reversal cytotoxicity	Bcl-B displacement	MRP reversal	IL1B NFkB inh cell count 2 µM	MRP reversal with doxorubicin	IL1B NFkB pot cell count 2 µM	IL1B NFkB pot
Cc1nc2ccccc2c(=O)n1-c1cccnc1 is entered as 18	22%	92	2%	2	115	89	115	-18
O=C1NC(=O)C2(Cc3ccccc3N3CCCC32)C(=O)N1c1ccc(Cl)cc1 (stereo unspecified) is entered as nt	-66%	97	-5%	8	nt	89	nt	nt
CC[N+](C)(CC)CCCOC(=O)C(O)(c1ccccc1)C1CCCCC1 (stereo unspecified) is entered as -6	nt	75	nt	-13	122	88	122	6

New compounds follow:
mol	IL1B NFkB inh	PLAP inhibitors HTS	MRP reversal cytotoxicity	Bcl-B displacement	MRP reversal	IL1B NFkB inh cell count 2 µM	MRP reversal with doxorubicin	IL1B NFkB pot cell count 2 µM	IL1B NFkB pot
O=C1C(c2ccccc2)=C(N2CC2)c2ccccc21	-6	28%	88	0%	16	155	72	155	6
O=C(CCCCCn1c(=S)[nH]c2ccccc2c1=O)N1CCC2(CC1)OCCO2	12	-26%	78	-6%	-13	136	91	136	-12
Brc1ccc(CN2CCNCC2)s1	7	25%	106	-10%	11	174	94	174	-7
COc1cc(CC2C(=O)N(C)C(=O)N(C)C2=O)ccc1OCc1ccccc1	-17	-12%	98	-3%	26	141	72	141	17
CCN1CCN(Cc2cc(Br)cc(Br)c2O)CC1	-1	-59%	72	-23%	21	197	50	197	1
O=c1[nH]c(=O)n(CCC2=CCCCC2)c(O)c1C=NC1CCN(Cc2ccccc2)CC1	-46	-61%	32	-108%	11	157	22	nt	?
O=C(COc1ccc(Cl)cc1)N1CCN(Cc2ccccc2)CC1	-43	-36%	100	14%	6	117	95	117*	43*
CCC12CN3CCN(CC(C3)C1O)C2 (stereo unspecified)	-18	nt	88	nt	-8	129	96	129	18
CC(=NCCCN1CCOCC1)c1c(O)n(Cc2ccccc2)c(=O)[nH]c1=O	-5	-16%	94	8%	6	67	88	67	5
O=c1[nH]c(=O)n(Cc2ccc(F)cc2)c(O)c1C=NCCN1CCCCC1	-40	8%	104	2%	-8	186	112	nt	?
COCCCNC(=O)c1c(NC(=O)c2ccccc2)n(Cc2ccccc2)c2nc3ccccc3nc12	1	nt	nt	nt	nt	111	nt	111	-1
O=C(CN1CCCCC1)NCC(=O)Nc1ccc(Br)cc1C(=O)c1ccccc1	-35	-42%	nt	10%	nt	155	nt	155	35
O=C(c1ccc2c(=O)n(Cc3ccc4c(c3)OCO4)c(=S)[nH]c2c1)N1CCC2(CC1)OCCO2	-40	-17%	32	1%	1	134	31	134	40
O=C1CC(N2CC=C(c3ccc(F)cc3)CC2)C(=O)N1c1ccc(F)cc1 (stereo unspecified)	5	-6%	98	-8%	7	119	92	119	-5
COc1ccc(CCn2c(O)c(C=NCCCn3ccnc3)c(=O)[nH]c2=O)cc1OC	-17	-14%	87	1%	-6	181	93	181	17
Oc1ccc(CC2CC3CCN2CC3)cc1O (stereo unspecified)	3	36µM*	83	27%	-7	155	90	155	-3
COc1ccccc1-n1c(O)c(C=NCCN2CCNCC2)c(=O)[nH]c1=O	-8	6%	103	-7%	17	160	86	160	8
COc1ccc(CN2CCN(C(=O)COc3cccc(C)c3)CC2)c(OC)c1	-8	-68%	80	4%	-2	122	83	122	8
Cc1nc2cc(C(F)(F)F)ccc2n1C1CCN(Cc2nnnn2Cc2ccc3c(c2)OCO3)CC1	-7	-57%	81	11%	31	163	49	163	7
COc1cc(C2NCc3ccccc3-n3cccc32)ccc1O (stereo unspecified)	6	-36%	90	4%	24	115	66	115	-6

(more compounds)
mol	IL1B NFkB inh	PLAP inhibitors HTS	MRP reversal cytotoxicity	Bcl-B displacement	MRP reversal	IL1B NFkB inh cell count 2 µM	MRP reversal with doxorubicin	IL1B NFkB pot cell count 2 µM	IL1B NFkB pot
CC(=NCc1cccnc1)c1c(O)n(-c2ccccc2C)c(=O)[nH]c1=O	8	-20%	90	-16%	13	159	77	159	-8
CCOc1ccc(C2SCC(=O)Nc3c2c(C)nn3C2CCOC(C)(C)C2)cc1 (stereo unspecified)	-8	-46%	95	-4%	-1	56	96	56	8
CCN(CC)CCCN=C(C)c1c(O)n(-c2ccc(C)cc2)c(=O)[nH]c1=O	2	13%	87	-9%	-10	66	97	66	-2
CC(Cc1ccccc1Sc1ccc(O)cc1)N(C)C (stereo unspecified)	9	-18%	nt	14%	nt	169	nt	169	-9
Cc1ccc2c(c1)C1CN(C)CCC1N2C(=O)COc1ccc(S(=O)(=O)N2CCOCC2)cc1 (stereo unspecified)	11	-55%	87	-3%	4	118	83	118	-11
C=CCn1c(O)c(C(CC)=NCCC2=CCCCC2)c(=O)[nH]c1=O	-1	8%	59	-5%	-11	172	70	172	1
CCN1CCN(C(=O)Cc2coc3ccc4ccccc4c23)CC1	-7	-24%	93	-6%	1	191	92	191	7
CC12CN3CC(C)(CN(C1)C3c1ccco1)C2=O (stereo unspecified)	7	-7%	103	1%	7	86	97	86	-7
C(=NC12CN3CN(CN(C3)C1)C2)c1cccs1	0	6%	nt	-6%	nt	151	nt	151	1
Cc1oc(-c2ccc(Cl)cc2)nc1CS(=O)CC(=O)N1CCC2(CC1)OCCO2 (stereo unspecified)	18	-24%	91	-3%	10	82	81	82	-16
Cc1cccc(N2C(=O)CC(=O)NC2=O)c1	0	16%	95	-10%	-10	148	105	148	0
CSc1ccc(CNC2CN3CCC2CC3)cc1 (stereo unspecified)	1	24%	nt	-8%	nt	184	nt	184	-1
CC(O)(CS(=O)(=O)c1ccccc1)C(=O)Nc1cccc(C(F)(F)F)c1 (stereo unspecified)	4	-1%	nt	-3%	nt	142	nt	142	-4
CCC(C)N=Cc1c(O)n(-c2ccccc2)c(=O)[nH]c1=O (stereo unspecified)	6	23%	100	0%	8	186	91	186	-6
CCOC(=O)C(C)(CC)NC(=O)CSP(=S)(OCC)OCC (stereo unspecified)	nt	-4%	94	-4%	18	nt	75	nt	nt
O=C1NC(=O)N(c2ccccc2)C(=O)/C1=C/c1ccc(Sc2ccccc2)o1	1	nt	nt	-10%	nt	165	nt	165	-1
O=C(Nc1ccccc1)NC1CC2CCC(C1)N2 (stereo unspecified)	6	-6%	89	-3%	-5	77	94	77	-6
